# CF NFkB inh = inhibitors of PAF-induced NF-kB signaling, primary screen, cell-based, GFP fluorescence, uHTS. KKLEB NF-kB-GFP reporter, GFP fluorescence overnight. inhibition, % at 5 µM. 0.86% of 360,000 active;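 active means at least 50% inhibition at 5 µM, scaled per plate between neutral and stimulator controls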;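 further: PAF is a Pseudomonas aeruginosa culture filtrate used as stimulus; plate controls were PAF-stimulated DMSO wells for no effect and unstimulated DMSO wells for full effect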
# HIF-2a block = HIF-2a reporter inhibitors, primary screen, luminescence, 786-0 RCC cells; inhibition, % at 18.8 µM; 786-0 RCC cells HIF-2a reporter, luciferase luminescence, overnight; 0.72% of 360,000 active; AID 624352, 2012;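 active means inhibition of the luminescence signal of 40% or more relative to plate controls, in a single-dose primary screen at 18.75 µM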
# PDI inh = inhibitors of human PDI, primary screen, biochemical, turbidity, single point, plate reader. Protein disulfide-isomerase (Homo sapiens), P07237. PDI insulin aggregation turbidity, A650, 90 min. inhibition, % at 10 µM. 0.052% of 350,000 active;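 active means mean inhibition across replicates of 30% or more, whatever share of single replicates reach that level; inconclusive means mean inhibition below 30% while every single replicate reaches 30%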;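 further: absorbance from insulin aggregation driven by PDI reduction with DTT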
# Target sequence (P07237 whole entry, looked up): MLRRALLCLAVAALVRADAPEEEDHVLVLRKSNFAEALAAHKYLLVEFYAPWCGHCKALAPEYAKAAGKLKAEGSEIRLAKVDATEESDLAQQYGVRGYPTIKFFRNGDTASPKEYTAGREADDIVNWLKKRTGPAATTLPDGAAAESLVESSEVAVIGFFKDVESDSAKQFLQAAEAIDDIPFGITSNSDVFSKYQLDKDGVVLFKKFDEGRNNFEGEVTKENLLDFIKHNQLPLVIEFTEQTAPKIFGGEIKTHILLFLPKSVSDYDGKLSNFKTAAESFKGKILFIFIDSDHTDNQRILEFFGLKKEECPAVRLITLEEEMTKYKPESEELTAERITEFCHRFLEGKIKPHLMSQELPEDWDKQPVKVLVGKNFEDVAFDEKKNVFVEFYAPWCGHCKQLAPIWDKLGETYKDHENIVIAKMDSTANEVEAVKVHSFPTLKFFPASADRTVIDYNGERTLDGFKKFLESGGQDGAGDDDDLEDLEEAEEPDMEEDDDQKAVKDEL
# KKLEB tox = cytotoxicity in KKLEB CF airway cells, primary screen, cytotoxicity control for CF NF-kB inhibitor project, cell-based, uHTS, fluorescence assay plates | AID 602141, 2011 | 0.36% of 360,000 active | activity change (cytotoxicity), % at 5 µM | KKLEB CF airway cells viability, ATPlite luminescence, overnight; hits give low values; cells stimulated with P. aeruginosa culture filtrate;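 active means corrected activity change at or below -50% at 5 µM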
# Vif inh = HIV Vif self-association inhibitors, primary screen, imaging, HEK293T, single point; inhibition, % at 7.49 µM; 0.35% of 340,000 active; AID 602346, 2012; HEK293T cells, Vif self-association by quenched fluorescence, 24 h; in the data active means inhibition above about 50%, passing the limit was not always enough; inconclusive means no clear call, values can overlap the other calls; inactive means below about 31%; further: some results filed as inactive read as strong as hits
# NR2E3 ag-1 = inhibitors of NR2E3-RetCOR corepressor binding, primary screen, NR2E3 agonist project, biochemical, TR-FRET, GST-NR2E3, biotin-RetCOR; Photoreceptor-specific nuclear receptor (Homo sapiens), Q9Y5X4; 1536-well; inhibition of corepressor binding, % at 4.78 µM; 0.12% of 320,000 active; AID 2300, 2010;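 active means percent inhibition above the cutoff of mean plus 3 SD of all tested compounds, set per screening campaign, cut at about 20% in these data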;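 further: 0% = DMSO wells and 100% = biotin wells as full block of FRET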
# Target sequence (Q9Y5X4 whole entry, looked up): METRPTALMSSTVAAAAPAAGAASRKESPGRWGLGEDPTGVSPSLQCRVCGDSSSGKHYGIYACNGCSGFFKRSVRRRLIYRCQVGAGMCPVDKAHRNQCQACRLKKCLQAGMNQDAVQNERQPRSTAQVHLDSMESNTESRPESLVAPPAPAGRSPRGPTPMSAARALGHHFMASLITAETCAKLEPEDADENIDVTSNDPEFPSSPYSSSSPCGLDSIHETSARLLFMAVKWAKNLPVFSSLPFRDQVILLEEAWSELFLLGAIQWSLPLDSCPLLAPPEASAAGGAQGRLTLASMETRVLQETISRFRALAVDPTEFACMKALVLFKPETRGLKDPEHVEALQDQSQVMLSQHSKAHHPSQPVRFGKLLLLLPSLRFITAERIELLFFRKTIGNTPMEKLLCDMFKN
#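 System: GST-NR2E3 and biotin-RetCOR proteins; probe or stimulus: 7 nM biotin-RetCOR; doses: compound at 4.8 µM, single dose; schedule: Compound–protein incubation for 5 h at 4 °C; detection: time-resolved FRET; read-out: percent inhibition; controls: biotin wells as high control, 0.6% DMSO wells as low control; format: 1536-well plates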
# CaV13 ICDI inh = Disruptors of the CACNA1D IQ motif to Ca2+-dependent inactivation inhibitor domain association, primary screening, Förster resonance energy transfer in intact living …; AID 743397; HEK cells, CFP/YFP FRET ICDI-IQ, plate reader, 10 min; percent FRET-ratio fall versus neutral wells; inhibition, % at 12.3 µM; 0.098% of 340,000 active;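 active means mean replicate inhibition of at least 30% and at least 1% of replicates passing that level; inconclusive means only one of the two criteria is met; inactive means neither criterion is met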;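 further: 0% = median of the neutral control wells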
# Shn3 inh set2 = reduction of Shn3 3'UTR firefly luciferase signal, primary screen, Schnurri-3 inhibitor project, cell-based, Clone20 osteoblasts, set 2. Clone20 osteoblast Shn3 3'UTR firefly luciferase, 24 h. inhibition, % at 12.5 µM. 0.52% of 360,000 active. AID 588674, 2011;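 active means mean inhibition of at least 75% with every replicate also reaching 75%; inconclusive means mean inhibition at least 75% but some replicate below; inactive means mean inhibition below 75%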;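 further: 0% = median of neutral control wells and 100% = pilot-screen positive control compound; some compounds past the cut are filed as inactive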
# Peg3 prom inh = Peg3 promoter-driven luciferase inhibitors, primary screen, cell-based, HeLa, luciferase luminescence; inhibition, % at 20 µM; 1.7% of 360,000 active; AID 588405, 2011; HeLa PEG-Prom luciferase reporter, overnight;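 active means inhibition of at least 50% at 20 µM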
# TRPM1 prom inh = inhibitors of MITF-dependent TRPM1 promoter reporter, primary screen, cell-based, SK-MEL-5, single point, luciferase | 0.83% of 330,000 active | SK-MEL-5 TRPM1 promoter luciferase, 24 h | inhibition, % at 12.5 µM | AID 488899, 2010;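 active means mean inhibition across replicates of 60% or more, whatever share of single replicates reaches that level; inconclusive means some that reach 60%, reason not given; inactive means mean inhibition across replicates below 60%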; further: values of inactives mirror those of a sister screen read the other way
# NR2E3 ag-2 = NR2E3 agonists in two-hybrid cells, primary screen, cell-based, luminescence, CHO-S, Gal4-NCOR/VP16-NR2E3. inhibition of corepressor binding, % at 3.98 µM. Photoreceptor-specific nuclear receptor (Homo sapiens), Q9Y5X4. 0.35% of 360,000 active. luciferase. AID 602229, 2012;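 active means inhibition above the mean of all tested compounds plus 3 SD, cut at about 70% in these data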;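 further: 0% = DMSO with NR2E3 transfected cells and 100% = cells lacking NR2E3 construct; higher means lower luciferase signal from less NR2E3 corepressor binding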
# Numbers without * were called inactive; ? = inconclusive; . = no result given.
SMILES,CF NFkB inh,HIF-2a block,PDI inh,KKLEB tox,Vif inh,NR2E3 ag-1,CaV13 ICDI inh,Shn3 inh set2,Peg3 prom inh,TRPM1 prom inh,NR2E3 ag-2
CCCCN(C(=O)C1=NN(c2ccccc2)C(=O)CC1)c1c(N)n(CC(C)C)c(=O)[nH]c1=O,-8,19,-7,10,14,-1,-7,2,16,8,11
O=C(Cc1cccs1)Nc1cccc([N+](=O)[O-])c1,-8,-13,1,14,0,3,7,22,-7,3,-6
CCCN(C(=O)c1cc(C)ccc1C)c1c(N)n(Cc2ccccc2)c(=O)[nH]c1=O,-17,15,9,11,-3,3,-2,6,10,.,-15
Cc1occc1-c1nnc(SCC(=O)N2CC(=O)Nc3ccccc32)n1CC(C)C,12,9,4,0,.,-1,-4,0,19,5,-3
COc1ccc(CNC(=O)CNC(=O)c2c(C)nn(C)c2Cl)cc1,-18,6,3,0,-2,4,3,-5,6,-17,-19
CCCN(CCC)S(=O)(=O)c1ccc(C)cc1,7,-2,1,-2,-3,1,-5,3,5,-6,15
CCN1CCN(CCOc2ccccc2OCc2ccccc2)CC1,-5,9,-2,-2,22,3,-1,-5,12,-6,-13
COc1ccc([N+](=O)[O-])cc1NC(=O)C(C)Sc1ccc(C)cc1 (stereo unspecified),14,23,0,-12,-6,-3,-3,52,17,-11,-13
CC(=NOC(=O)C1CCCCC1)c1nccs1,13,-1,11,0,-7,.,-5,-36,10,.,0
COc1ccccc1CCN1CCCC(CN(C)Cc2ccc(OCCO)cc2)C1 (stereo unspecified),6,13,-1,-11,15,1,-3,-1,-5,-8,14
O=C(OCc1ccc([N+](=O)[O-])cc1)c1ccccn1,2,15,-1,5,11,5,-6,-18,6,-1,-21
Cc1c(OCc2ccc(C(=O)O)cc2)ccc2c(-c3ccccc3)cc(=O)oc12,17,-20,-6,-7,1,3,-5,-2,-30,3,-5
COc1ccccc1N1CCN(Cc2ccc(OC)c(OC)c2OC)CC1,-18,16,3,17,-7,-3,-6,19,2,-2,-12
O=C(Cc1ccc(S(=O)(=O)N2CCCC2)s1)N1CCN(c2ccccc2)CC1,-5,-2,-3,2,-1,2,-7,-5,-8,5,3
Cc1nn(CCCC(=O)Nc2nccs2)c(C)c1[N+](=O)[O-],3,6,-2,3,0,4,-4,1,7,-11,-9
COc1ccc(OCC(=O)NNC(=O)c2cccc(S(=O)(=O)N(C)C)c2)cc1,-8,18,0,-6,14,2,-1,-4,8,-6,17
CC(C)(C)c1ccc(/C=N/NC(=O)c2ccccn2)cc1,-5,-110,-2,-35,5,-1,6,0,-88,-13,-125
Cc1ccccc1CSCc1nc2ccccc2[nH]1,13,-98,0,4,-1,0,-3,-2,-68,-12,-11
Cc1cnc(NC(=O)COc2cccc3c2OC(C)(C)C3)s1,9,-13,-3,-9,-6,2,.,5,10,9,-19
CCOCCCn1c(=NC(=O)c2cccs2)c(C#N)cc2c(=O)n3cccc(C)c3nc21,-30,17,-1,9,-1,-1,16,-3,18,6,4
COc1ccc([C@H]2CC(=O)C=C(c3cccc(NC(C)=O)c3)C2)cc1,-3,-11,7,1,3,4,-11,3,-24,1,-45
O=CN1CCN(CC(O)Cn2c3ccccc3c3ccccc32)CC1 (stereo unspecified),-21,11,6,5,11,0,-5,17,9,-2,-1
Cc1cc(NC(=O)COc2ccc(Cl)cc2Cl)n(-c2ccccc2)n1,13,27,-5,0,0,-5,.,-9,12,8,-6
O=C(CN1C(=O)NC2(CCCC2)C1=O)NCc1ccc(F)cc1,-3,9,0,4,-7,.,-6,3,9,-5,-18
O=C(O)CCCC[C@@H]1SC[C@@H]2NC(=O)N[C@@H]21,-22,3,.,4,33,93*,.,14,-10,-9,7
CCn1c(=O)c2c(nc3n2CCCN3CCc2ccccc2)n(C)c1=O,-12,13,2,7,14,1,-2,3,6,2,-4
C=CCNC(=O)N1CCCC(C(=O)c2cccc(OC(C)C)c2)C1 (stereo unspecified),1,-176,5,5,5,5,-3,-55,-146,-39,-69
COc1ccc(C(=O)NCC(=O)Nc2ccccc2)cc1OC,2,-2,-1,1,3,0,.,-7,0,-3,-10
Fc1ccc(/C=C\c2nccc3c2[nH]c2ccccc23)cc1,-96,-73,7,-8,-6,4,-16,-11,4,1,-68
CNC(=O)NC(=O)Cn1nc2n(c1=O)-c1ccccc1SC2,-8,14,11,1,-10,-3,0,-5,-6,5,-2
CSCCC(NC(=O)c1ccco1)C(=O)OCC(=O)Nc1ncc(Cl)c(C)c1Cl (stereo unspecified),-5,18,-5,0,2,0,-1,1,20,-9,-13
O=C(NC1CCCCC1)c1nn2c(C(F)(F)F)cc(-c3ccco3)nc2c1Br,16,21,3,-14,4,-2,-3,-3,-2,-1,-11
Cc1ccc(C)c(N2CCN(c3ccc([N+](=O)[O-])cn3)CC2)c1,18,13,9,-10,-8,2,-19,12,15,0,-25
CC(=O)c1ccc(N2CCN(C(=O)c3cc4c(C)nc5ccccc5c4o3)CC2)cc1,9,14,14,-17,-2,2,-7,3,2,12,-3
CCOC(=O)Cc1csc(NC(=O)COc2cc(C)cc(C)c2)n1,3,-2,-7,5,-2,0,4,7,-3,.,-10
CCCCCC(=O)N/N=C/c1cc(Br)c(O)c(OC)c1,6,20,6,-12,9,-2,.,5,13,0,10
CCN1C(=O)[C@H]2[C@@H](c3ccc(-c4ccc(F)cc4)c(OC)c3)N[C@@](Cc3ccccc3)(C(=O)OC)[C@H]2C1=O,34,2,-4,-18,-4,.,-5,0,21,8,-41
CCOC(=O)Nc1nc(C)c(C(=O)N(C)C)s1,-9,12,3,6,4,0,-3,12,-4,-11,-12
Cc1cccc2nc(-c3ccco3)c(Nc3ccc4c(c3)OCO4)n12,4,1,6,-1,-5,2,-5,3,3,14,-43
COc1ccc(Br)cc1C1CC(=O)N2CN(C)CSC2=C1C#N (stereo unspecified),-5,-7,.,12,5,1,?,-32,11,.,-9
Cc1ccc(S(=O)(=O)NC(C)(C)CN2CCc3ccccc3C2)cc1,-18,22,-1,-1,-4,2,-2,-2,16,-7,9
O=C(CN1CCOCC1)Nc1ccccc1F,6,16,-5,-2,-3,-3,22,-2,-8,0,-30
Cc1scc(C(=O)NNC(=S)NCc2ccccc2)c1C,0,-3,-7,9,-2,-2,-15,10,-8,-26,23
Cc1ccc(OCC(=O)NNC(=O)C(=O)NC(C)(C)C)cc1,-9,19,0,11,27,-2,-5,-15,8,-4,-30
Cc1ccc2nc(SCC(=O)N3CCC(Cc4ccccc4)CC3)nc(=O)n2c1,0,0,2,1,-5,-2,-6,2,10,-3,-4
CN(CCC#N)c1ccc(C=C(C#N)c2cccc(C(F)(F)F)c2)cc1,0,-129,.,-13,-1,.,.,8,-10,.,3
COc1ccc(/C=N/Nc2cc(N3CCOCC3)nc(C)n2)c(OC)c1,2,8,6,9,1,-4,-6,12,10,-9,5
O=C(Nc1ccc2c(c1)OCO2)C1CCN(C(=O)c2ccc([N+](=O)[O-])cc2)CC1,-1,-13,15,7,-5,3,-5,3,-9,-6,11
COCCCNC(=O)CNC(=S)N(Cc1ccccc1F)C1CCCCC1,9,-1,-2,10,-1,-1,-9,-11,4,-4,11
CC(C)=NOc1nc(N2CCOCC2)nc(N2CCOCC2)n1,-7,19,-1,10,2,1,-20,2,16,.,13
COc1cccc(C(=O)NCCCc2ccccc2)c1OC,-5,-98,8,14,8,.,-2,-43,-63,-20,-40
Cc1nc2ccccc2c(=O)n1NCc1cccs1,-7,-57,6,5,-3,0,-8,-7,-10,-1,18
c1ccc(C2=Nc3ccccc3NC(c3ccccc3)C2)cc1 (stereo unspecified),-11,-199,-11,-8,0,6,-4,-54,-197,-80,-114
CCN(C(=O)CSc1nc2ccc(OC)cc2[nH]1)c1c(N)n(Cc2ccccc2)c(=O)[nH]c1=O,16,10,-5,-15,-1,3,-6,4,14,3,-42
COc1ccccc1-c1noc(CSc2nc(N)cc(=O)[nH]2)n1,12,18,-9,-2,16,5,-4,-2,4,-13,2
Cc1ccc(C(C)(C)C)c(OCCN2CCCC2)c1,-4,20,11,4,0,-6,-7,8,-10,4,-22
CSc1ccc(CN2CCC2(C)C(=O)NC2CCN(Cc3ccccc3)CC2)cc1 (stereo unspecified),33,14,-25,-16,4,.,-7,-14,2,.,-8
Cc1nc2sc(C(c3ccccc3)N3CCN(CCO)CC3)c(O)n2n1 (stereo unspecified),12,3,.,-2,12,2,-5,-18,-5,.,-12
CCc1nc2oc(C(=O)c3ccccc3)c(N)c2c2c1COC(C)(C)C2,-8,-13,-7,-10,7,3,.,-15,-8,-17,6
Fc1ccccc1CSc1ccc(-c2ccco2)nn1,-6,-320,0,-5,-4,-4,-2,-115,-299,-94,-105

# Next results
SMILES,CF NFkB inh,HIF-2a block,PDI inh,KKLEB tox,Vif inh,NR2E3 ag-1,CaV13 ICDI inh,Shn3 inh set2,Peg3 prom inh,TRPM1 prom inh,NR2E3 ag-2
COc1ccc(NC(=O)CN(C)CC(=O)Nc2cccc(F)c2)cc1S(=O)(=O)N1CCCCC1,0,19,4,-2,0,.,-6,1,21,13,-13
CC(=O)N1CCOc2ccc(S(=O)(=O)NCC3CCC(C(=O)NCCC(C)C)CC3)cc21 (stereo unspecified),27,10,9,-19,0,1,-7,4,6,-3,24
C[C@@H]1COC(=O)[C@@H](Cc2ccc(F)cc2)C/C=C\C[C@H](CC(=O)N(CCO)Cc2ccccc2)C(=O)N1,-3,14,1,2,-1,.,-3,22,0,3,5
COc1ccc2c(c1OC)C[N+]1([O-])CCc3cc4c(cc3C1C2)OCO4 (stereo unspecified),-4,6,3,6,.,-1,-10,-3,9,3,-14
O=C(c1cc2ccccc2cc1O)N1CCN(c2ccccn2)CC1,-7,13,7,-3,0,3,-5,6,13,22,-32
